# M1 ag: agonists of human M1 muscarinic receptor; P11229; CHO-K1 hM1, Fluo-8 calcium fluorescence, agonist mode; 0% DMSO, 100% acetylcholine EC100; activation, % at 3 µM; hit rate 0.33% among 360,000; AID 588814;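 active = activation above the run's mean compound activation plus 3 SD, cut at about 16% in these data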;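 note: peak over basal fluorescence ratio within a 140 s kinetic read after compound addition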
# OXTR potentiate: potentiators of human oxytocin receptor | activation, % at 3 µM | CHO-OTR cells, Fluo-8 calcium fluorescence, potentiator mode; 0% = oxytocin EC15, 100% = EC100 | hit rate 0.061% among 320,000 | P30559 | AID 2445;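 active = activation above that plate's cutoff, the mean activation of tested compounds plus 3 SD, cut at about 6.6% in these data, passing the limit was not always enough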;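 note: 100% uses oxytocin at 75 nM as the full agonist control; some results filed as inactive read as strong as hits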
#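 Dosing: Single dose, 3.0 µM nominal final compound concentration | Material: Human OTR in CHO cells | Technique: Kinetic Fluo-8 calcium fluorescence | Benchmarks: EC15 oxytocin alone as 0%, 75 nM oxytocin as 100% | Probe or stimulus: Oxytocin at about EC15, sub-maximal agonist stimulus | Incubation: Compound 6 min at room temperature before oxytocin, 100 s read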
# CHRM1 antagonist: antagonists of human M1 muscarinic receptor; P11229; CHO-K1 hM1, Fluo-8 calcium fluorescence, ACh EC80 antagonist; inhibition, % at 3 µM; hit rate 1.3% among 360,000;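 active = percent inhibition above its own plate's cutoff, namely the mean of that plate's compound wells plus 3 SD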;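 note: peak over basal fluorescence ratio during 140 s after agonist addition; 0% = ACh EC80 plus DMSO and 100% = DMSO alone without agonist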
# CHRM1 PAM: potentiates human M1 receptor response to acetylcholine; activation, % at 3 µM; P11229; AID 588819; CHO-K1 hM1, Fluo-8 calcium fluorescence, ACh EC20; 0% = ACh EC20, 100% = maximal ACh; hit rate 0.088% among 360,000; in the data active = activation above about 19%, passing the limit was not always enough
# TAAR1 antag: human TAAR1 antagonism; CHO RD-HGA16 TAAR1, Fluo-8 calcium fluorescence, antagonist; inhibition, % at 3 µM; hit rate 1.5% among 360,000; AID 624466;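 active = inhibition above a per-plate cutoff, the mean inhibition of test compounds on that plate plus 3 SD, cut at about 49% in these data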;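 note: 0% = DMSO plus EC80 beta-PEA response and 100% = DMSO alone without agonist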
# Target sequence (Q96RJ0 whole entry, looked up): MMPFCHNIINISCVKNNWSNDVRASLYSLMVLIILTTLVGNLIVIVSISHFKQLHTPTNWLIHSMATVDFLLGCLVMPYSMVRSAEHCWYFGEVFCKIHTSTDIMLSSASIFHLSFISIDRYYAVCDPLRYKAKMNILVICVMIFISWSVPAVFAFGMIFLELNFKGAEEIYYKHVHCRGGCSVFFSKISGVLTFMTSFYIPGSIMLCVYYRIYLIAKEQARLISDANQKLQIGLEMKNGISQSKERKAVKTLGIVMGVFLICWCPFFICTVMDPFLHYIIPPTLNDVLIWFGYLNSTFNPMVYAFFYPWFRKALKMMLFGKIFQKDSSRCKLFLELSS
#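 Assay system: CHO-derived RD-HGA16 cells stably expressing human TAAR1 plus Gα16. Timing: 140 s kinetic read after compound, 140 s after agonist. Technique: kinetic Fluo-8 calcium fluorescence measurement. Measure: % inhibition of agonist calcium response.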
# CHO parental Ca: counter-screen: ATP calcium response change in parental CHO cells; hit rate 0.63% among 330,000; inhibition, % at 5.6 µM; parental CHO-K1, ATP-induced calcium, Fluo-8 fluorescence; AID 463079;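 active = inhibition above that plate's mean sample inhibition plus 3 SD, cut at about 26% in these data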;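 note: 0% = ATP-challenged DMSO wells and 100% = DMSO wells without ATP; some compounds past the cut are filed as inactive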
#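 Assay system: parental CHO cells; Read-out basis: percent inhibition of ATP-evoked calcium rise, normalized to controls; Benchmarks: ATP and no-ATP DMSO wells; Compound dosing: single nominal dose of 5.6 µM per compound; Signal: Fluo-8 calcium dye fluorescence; Also added: ATP as calcium-mobilizing challenge; Repeats: singlicate.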
# OXTR agonist: activates the human oxytocin receptor; P30559; CHO-OTR cells, Fluo-8 calcium fluorescence; normalized: DMSO 0%, oxytocin 100%; activation, % at 3 µM; hit rate 0.32% among 320,000; AID 2435;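 active = activation above the mean of all tested compounds plus 3 SD, cutoff set per screening run, cut at about 20% in these data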;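 note: peak over basal fluorescence ratio from a 100 s FLIPR kinetic read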
# TAAR1 ag: agonists of human TAAR1. CHO RD-HGA16 TAAR1, Fluo-8 calcium fluorescence; vehicle wells 0%, saturating PEA agonist 100%. hit rate 0.99% among 360,000. AID 624467. Q96RJ0. activation, % at 3 µM;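 active = activation above the mean activation of all test compounds in the run plus 3 SD, cut at about 38% in these data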
#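 Repeats: no replicates (n 1) | Material: CHO-derived RD-HGA16 cells with stable Gα16 and human TAAR1 | Technique: Kinetic Fluo-8 calcium fluorescence | Schedule: 17-24 h seeding, 75 min 37 °C dye, 30 min RT | Evaluation: % activation from peak over basal fluorescence ratio, DMSO-to-PEA scaled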
# V1R ag counter: counter-screen for oxytocin receptor agonists: human V1a receptor agonists. P37288. CHO-V1R cells, Fluo-8 calcium fluorescence, agonist mode; 0% DMSO, 100% 3 nM vasopressin. activation, % at 3 µM. hit rate 0.25% among 320,000;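 active = activation above the mean activation of all tested compounds plus 3 SD, per screening run, cut at about 20% in these data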;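 note: signal is peak over basal fluorescence ratio across a 100 second FLIPR read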
# Target sequence (P37288 whole entry, looked up): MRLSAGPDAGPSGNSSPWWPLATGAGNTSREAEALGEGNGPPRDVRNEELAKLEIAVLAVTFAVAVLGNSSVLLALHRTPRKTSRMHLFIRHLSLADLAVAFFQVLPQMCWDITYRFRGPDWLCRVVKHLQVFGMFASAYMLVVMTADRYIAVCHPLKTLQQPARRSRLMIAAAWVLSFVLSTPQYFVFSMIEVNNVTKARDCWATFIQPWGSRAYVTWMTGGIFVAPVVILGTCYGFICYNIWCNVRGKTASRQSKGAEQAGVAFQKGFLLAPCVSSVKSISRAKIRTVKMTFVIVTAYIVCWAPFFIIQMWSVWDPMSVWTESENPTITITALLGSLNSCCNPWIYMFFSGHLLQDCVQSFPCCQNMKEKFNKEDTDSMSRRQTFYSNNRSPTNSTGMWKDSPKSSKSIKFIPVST
# An asterisk follows results filed as active; x = no result given. Outcome played no part in choosing rows; about 3.7% have a hit in one of these screens.
SMILES,M1 ag,OXTR potentiate,CHRM1 antagonist,CHRM1 PAM,TAAR1 antag,CHO parental Ca,OXTR agonist,TAAR1 ag,V1R ag counter
CCOc1ccc(-n2c(Cc3cc(=O)[nH]c(=O)[nH]3)nnc2SC(C)C)cc1,-1,7,2,9,4,3,1.0,7,-0.1
Cn1c(=O)[nH]c(=O)c2c1nc(Br)n2CC(O)c1ccccc1 (configuration not stated),-1,-11,11,-5,0,-7,2.5,2,-0.1
Cn1nnnc1SCc1ccc(C(=O)Nc2ccc(Br)cc2)cc1,0,-14,1,-2,-1,7,8.0,1,8.3
O=C(O)CCCCCCCCCC[n+]1ccccc1,-2,-15,-7,10,-11,13,-0.1,6,1.1
CC(C)CC1C(C#N)=C(N)Oc2n[nH]c(-c3cccs3)c21 (configuration not stated),-5,0,7,0,-6,-10,0.6,8,-0.7
COCCn1c(SC(C)C(=O)NC2CCCCC2C)nc2ccccc2c1=O (configuration not stated),0,-4,-12,11,x,-18,-0.4,x,0.2
C=C(C)Cn1c(=O)c2c(nc3n2CCCN3Cc2ccccc2)n(C)c1=O,0,-6,3,3,-38,-11,-0.4,5,-0.1
CC1(C(=O)O)COC(c2ccc(Cl)cc2)OC1 (configuration not stated),-2,-3,-11,8,9,7,0.4,0,2.0
COc1cccc(CN(C)C(=O)CCC(=O)c2cc(Br)ccc2OC)c1,-6,1,-1,5,9,-20,-1.1,2,0.6
CC(C)(C)c1ccc(-c2ccc3c(c2)S(=O)(=O)c2ccccc2C3=O)cc1,-5,3,-5,1,-12,-5,1.3,9,1.6
CN(CC(=O)Nc1cccc(F)c1)C(=O)c1cc([N+](=O)[O-])ccc1N1CCCCC1,-5,-9,-10,2,1,-18,-2.0,3,-1.4
CSCCC(NC(=O)c1ccccc1C)C(=O)O (configuration not stated),-7,-8,-8,15,12,-7,0.7,0,0.9

# Next part; the last two above are carried over.
SMILES,M1 ag,OXTR potentiate,CHRM1 antagonist,CHRM1 PAM,TAAR1 antag,CHO parental Ca,OXTR agonist,TAAR1 ag,V1R ag counter
CN(CC(=O)Nc1cccc(F)c1)C(=O)c1cc([N+](=O)[O-])ccc1N1CCCCC1,-5,-9,-10,2,1,-18,-2.0,3,-1.4
CSCCC(NC(=O)c1ccccc1C)C(=O)O (configuration not stated),-7,-8,-8,15,12,-7,0.7,0,0.9
CN(C)CCC1c2ccc(Cl)cc2CCc2cccnc21 (configuration not stated) (tested in a mixture with another compound),-11,-3,49*,-28,-5,-23,1.8,0,1.4
Brc1ccc(-n2cc(-c3ccccc3)c3c(NN4CCOCC4)ncnc32)cc1,-8,1,5,-1,20,-7,0.8,0,2.1
COc1ccc2oc(C(=O)NCCC(C)C)c(C)c2c1,0,2,-19,14,-11,-5,-1.6,-2,-1.3
CCOc1ccc(CCNC(=O)Cn2cccc2C(=O)c2ccccc2)cc1OCC,-2,1,-4,2,4,-26,-1.9,-1,-1.4
CN(Cc1cccc([N+](=O)[O-])c1)Cc1cccc2ccccc12,-3,x,-11,4,1,x,x,2,x
Cc1cc(C(=O)NC2CCN(Cc3ccccc3)CC2)n[nH]1,-5,-1,-3,6,-12,0,0.5,1,0.1
Cc1cc(C)c2c(c1)-c1c(ssc1=S)C(C)(C)N2C(=O)CN1C(=O)c2ccccc2C1=O,-5,-4,8,0,12,-15,-1.6,0,0.0
Cc1ccc(-c2nnn(CC(=O)N(c3ccccc3)C(C(=O)NC3CCCC3)c3ccco3)n2)o1 (configuration not stated),-3,-4,1,0,-1,-13,-0.1,7,-0.1
CCOC(=O)c1ccc(NC(=O)c2ccc(CN3CCOCC3)cc2)cc1,0,-20,15,-14,20,-1,13,14,6.8
Cc1n[nH]c(=O)nc1N1CCN(c2ccccc2)CC1,-2,6,-32,7,-3,-6,0.6,0,1.4
Cc1ccccc1NC(=S)N(C)C1(c2ccccc2Cl)CCCCC1=O (configuration not stated),-8,3,9,-7,6,-11,-1.1,1,-1.4
O=C(CSc1cccc[n+]1[O-])NC(=O)c1ccc(OC(F)F)cc1,-1,-9,-8,10,-4,-9,0.5,0,0.7
C=CCNCCOCCSc1ccc(Cl)cc1,-9,-12,-3,-1,-11,-2,0.0,-1,0.3
CC(C)Nc1nc2c(c(=O)n(C)c(=O)n2C)n1C,1,-4,-19,13,-9,2,0.4,1,-0.8
COc1ccc(/C(O)=C2/C(=O)C(=O)N(CCN(C)C)C2c2ccc(OC)c(OC)c2)c(C)c1 (configuration not stated),0,-15,-9,7,9,-12,0.2,1,0.1
Oc1ccccc1N1CCN(C(=S)Nc2ccc(SC(F)F)cc2)CC1,2,-11,25,-6,83*,33,-0.4,21,3.6
Cc1cc(C)cc(NC(=O)Nc2cc(S(=O)(=O)N(C)C)ccc2C)c1,-2,-10,-1,0,-14,-24,0.1,1,-1.3
O=C(COC(=O)c1ccccc1NCCO)NCC1CCCCC1,-3,0,15,-6,-10,-22,-0.5,2,0.7
CCOC(=O)c1nn(-c2ccc(C)c(C)c2)cc1O,-5,1,-5,3,0,-8,-1.3,11,-1.1
Cc1ccc(NC(=O)c2ccc(Cl)c(NC(=O)c3cccs3)c2)cc1,-3,-9,-4,1,6,-12,0.9,-1,2.2
C/C(CC(=O)NCCN1CCOCC1)=N\NC(=O)c1ccncc1,-3,-2,-28,11,-7,-4,-0.2,2,0.8
COc1cc(OC)c(OC)cc1CNCCNC(=O)c1nonc1N,-6,-2,-11,11,10,-8,-0.6,15,-0.5
COc1cccc(-n2ccnc2SCC(=O)Nc2ccccc2)c1,-5,-17,-12,3,-15,-23,-0.1,3,0.3
Cn1c(=O)cc(Cl)[nH]c1=O,-6,-4,1,3,11,-11,0.1,6,0.3
CC(Oc1ccccc1)c1nnc(SCC(=O)NC2CC2)n1C (configuration not stated),0,-11,-11,11,-12,-2,1.0,1,0.9
CCC1C(=O)NCCN1C(=O)c1cccc(OC2CCN(S(=O)(=O)N(C)C)CC2)c1 (configuration not stated),-3,-2,14,-4,-11,-2,1.7,1,3.8
CCC1=C(OC(=O)N(CC)CC)N2C(=O)OC(=NCCc3c[nH]c4ccccc34)[C@]2(C)[C@H]2C1=CC[C@H]1C(=O)N(CC)C(=O)[C@H]12,-2,-13,-5,4,-3,-22,17,0,0.9
COC(=O)c1ccccc1NC(=O)CSc1nnc(C(CO)NC(=O)c2ccccc2Cl)n1C (configuration not stated),-1,2,-4,7,3,-7,-0.3,1,1.0
CC[C@H](C)/C=C(C)/C=C/C1=CC2=CC(=O)[C@]3(C)OC(=O)[C@@H](C(C)=O)[C@@H]3C2=CO1,1,-1,3,-7,0,-12,1.2,-1,2.9
COc1ccc(N2C(=O)CC(N(CCc3ccccc3)C(=O)/C=C/C(=O)O)C2=O)cc1 (configuration not stated),-8,6,3,3,2,5,1.2,29,0.3
C[C@@H]1CN([C@@H](C)CO)C(=O)CCCn2nncc2CO[C@@H]1CN(C)C(=O)Nc1ccccc1,-2,x,-8,3,-14,x,x,1,x
Cc1ccc(S(=O)(=O)NCc2cccnc2)s1,-3,-4,-2,1,12,-9,0.9,-1,0.9
Cc1ccc(CNC(=O)CSc2nnc3c(n2)[nH]c2ccccc23)cc1,-7,-2,-7,6,-25,-14,1.0,2,0.7
Nc1nc(SCc2ccccc2Cl)c2ncn(C3OC(CO)C(O)C3O)c2n1 (configuration not stated),3,x,-3,7,-2,x,x,2,x
CCN(CC)S(=O)(=O)c1cc(NC(=O)CSc2nccn2C)ccc1C,-8,-4,-3,3,15,0,0.2,1,0.5
CCCc1cc(=O)[nH]c(Nc2cc(OC)ccc2OC)n1,-5,-1,-8,5,6,-4,-2.3,6,-0.7

# As entered above.
# CHRM1 antagonist result of C[C@@H]1CN([C@@H](C)CO)C(=O)CCCn2nncc2CO[C@@H]1CN(C)C(=O)Nc1ccccc1 : -8
# CHO parental Ca result of CCCc1cc(=O)[nH]c(Nc2cc(OC)ccc2OC)n1 : -4
# V1R ag counter result of Cc1ccc(CNC(=O)CSc2nnc3c(n2)[nH]c2ccccc23)cc1 : 0.7
# CHO parental Ca result of Cc1ccc(S(=O)(=O)NCc2cccnc2)s1 : -9

# Returning to the listing, repeating the 5 entries before the break.
SMILES,M1 ag,OXTR potentiate,CHRM1 antagonist,CHRM1 PAM,TAAR1 antag,CHO parental Ca,OXTR agonist,TAAR1 ag,V1R ag counter
Cc1ccc(S(=O)(=O)NCc2cccnc2)s1,-3,-4,-2,1,12,-9,0.9,-1,0.9
Cc1ccc(CNC(=O)CSc2nnc3c(n2)[nH]c2ccccc23)cc1,-7,-2,-7,6,-25,-14,1.0,2,0.7
Nc1nc(SCc2ccccc2Cl)c2ncn(C3OC(CO)C(O)C3O)c2n1 (configuration not stated),3,x,-3,7,-2,x,x,2,x
CCN(CC)S(=O)(=O)c1cc(NC(=O)CSc2nccn2C)ccc1C,-8,-4,-3,3,15,0,0.2,1,0.5
CCCc1cc(=O)[nH]c(Nc2cc(OC)ccc2OC)n1,-5,-1,-8,5,6,-4,-2.3,6,-0.7
CCCn1c(N)c(C(=O)CSc2nc3ccccc3s2)c(=O)[nH]c1=O,4,-14,6,-2,26,3,10,19,12
N=c1ccn2c(n1)O[C@H]1[C@@H](CO)[C@H](O)O[C@H]12,1,-4,-11,2,18,-2,-0.4,0,-0.7
Cc1ccc(C(=O)NC2CCC(C)CC2)s1 (configuration not stated),-2,-1,-10,10,-11,-13,-2.2,1,-1.3
O=[N+]([O-])c1ccc(/C=N/Nc2ncccc2[N+](=O)[O-])s1,-1,1,-12,9,-10,2,-0.9,5,-0.3
Cc1cc(NS(=O)(=O)c2ccc(NC(=O)c3oc4ccccc4c3C)cc2)no1,-5,-2,-10,5,-10,-18,0.2,-2,0.0

# Bioassay records (PubChem)
